# LDHA block – LDHA (human) enzyme inhibition. P00338. purified LDHA, NADH/diaphorase-resazurin fluorescence; active compounds read low. activity change, % (values are at about 110 or 230 µM). hit rate 0.15% among 480,000. AID 1347041; in the data active = activity change below about -30%; inconclusive = mostly about -25% to -30%;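 also: plate controls were DMSO wells for no effect and wells without enzyme for full effect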
#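 Enzyme activity of human lactate dehydrogenase 5 (2 nM; 0.06 mM NADH, 0.2 mM pyruvate, 5 min, RT) is measured via a resazurin/diaphorase fluorescence readout of residual NADH.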
# IDH1 R132H inh – inhibitors of human mutant IDH1 R132H; AID 602179; hit rate 0.093% among 390,000; Potency, µM (doses to about 76.6 µM), for inactives: at the top dose activity change, negative = inhibition, most hits filed as inhibitors; IDH1-R132H enzyme, NADPH consumption, diaphorase/resazurin fluorescence; also: potency is read from the fitted curve at half-maximal effect; % is scaled to controls: 0 for no effect and ±100 for the full control effect; nearly all actives have a fitted effect of over 65% in size
#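 IDH1-R132H (0.5 ug/mL) preincubated 30 min with compound, then NADPH (0.016 mM) and alpha-KG (2 mM) added; 80 min at RT, pH 7.5. Remaining NADPH coupled via diaphorase/resazurin to fluorescence (540/590 nm); concentration-response curves normalized to no-enzyme control.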
# Vif-APOBEC3F blk – inhibitors of Vif-A3F interaction; HeLa A3F-eYFP + Vif (tagged APOBEC3F with the HIV-1 protein that degrades it), YFP fluorescence increase; Potency, µM (series often up to 46.1 µM), for the others: at the top dose activity, negative = active; hit rate 0.2% among 390,000; AID 602313; also: potency is read from the fitted curve at half-maximal effect; % of control where 0% means no effect; nearly all actives have a fitted effect of over 65% in size
#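 Fluorescence increase (Ex 488/Em 500-530) after overnight compound treatment at 37 deg C flags inhibition of Vif-driven A3F-eYFP loss in stable HeLa A3F-eYFP/Vif cells seeded overnight beforehand.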
# TrxR1 substrate – rat thioredoxin reductase 1 substrate activity; purified TrxR1 substrate turnover, NADPH consumption readout; Potency, µM (top dose mostly 114 µM), without a hit: at the highest dose activity change, negative = substrate turnover; hit rate 0.01% among 390,000; AID 588456; also: potency is read from the fitted curve at half-maximal effect; % is scaled to controls: 0 for no effect and ±100 for the full control effect; nearly all actives have a fitted effect of over 50% in size
# Target sequence (O89049 whole entry, looked up): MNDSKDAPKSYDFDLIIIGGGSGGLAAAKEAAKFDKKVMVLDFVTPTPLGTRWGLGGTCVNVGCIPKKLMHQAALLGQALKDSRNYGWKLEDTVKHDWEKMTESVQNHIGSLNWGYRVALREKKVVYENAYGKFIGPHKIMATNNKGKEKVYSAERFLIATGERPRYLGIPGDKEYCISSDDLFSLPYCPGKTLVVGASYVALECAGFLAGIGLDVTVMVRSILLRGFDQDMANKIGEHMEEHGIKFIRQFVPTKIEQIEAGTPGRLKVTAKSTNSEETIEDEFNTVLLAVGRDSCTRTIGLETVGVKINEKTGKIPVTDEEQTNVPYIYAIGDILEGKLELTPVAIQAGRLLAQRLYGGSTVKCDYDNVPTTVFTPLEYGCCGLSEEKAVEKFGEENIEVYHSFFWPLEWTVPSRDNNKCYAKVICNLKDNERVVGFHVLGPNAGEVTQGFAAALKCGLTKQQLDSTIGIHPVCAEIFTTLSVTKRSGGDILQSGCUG
#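 Rat TrxR1, dispensed at 90 nM, was prereduced with 400 uM NADPH (final) for 5 min at ~22 deg C, then incubated with compound 15 min before 400 uM selenite. A first-read NADPH fluorescence drop versus no-compound background flagged substrates.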
# rTrxR1 inhibitor – blocks rat thioredoxin reductase 1. Potency, µM (doses to about 114 µM), for the others: at the highest dose activity change, negative = inhibition, hits mostly inhibitors. hit rate 1% among 390,000. recombinant rTrxR1, NADPH fluorescence consumption, selenite substrate; also: potency is read from the fitted curve at half-maximal effect; % is scaled to controls: 0 for no effect and ±100 for the full control effect; nearly all actives have a fitted effect of over 65% in size
#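 Rat TrxR1 (90 nM in the dispensed reagent) was pre-reduced with 400 uM NADPH for 5 min at room temperature, then incubated with compound for 15 min. After 400 uM selenite was added, NADPH fluorescence (Ex 340/Em 450 nm) was followed for 8 min.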
# USP1 inh – blocks the human USP1/UAF1 deubiquitinase complex. recombinant USP1/UAF1, Ub-Rhodamine cleavage fluorescence. Potency, µM (titrated, usually from 57.1 µM), without a hit: at the top dose activity change, negative = inhibition, usual class: inhibitors. O94782. hit rate 0.23% among 390,000; also: potency is read from the fitted curve at half-maximal effect; % is scaled to controls: 0 for no effect and ±100 for the full control effect; nearly all actives have a fitted effect of over 60% in size; inactives centre near -12
#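 USP1/UAF1 complex at 1 nM was preincubated with compound for 15 min at room temperature, then Ub-Rho substrate (150nM final) was added. Fluorescence (480/540 nm) was read kinetically, 6 reads every 60 seconds.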
# Glioma ERSR ind – induces the endoplasmic reticulum stress response in human glioma cells | Potency, µM, inactives show at the top dose activation, most hits filed as activators | hit rate 0.02% among 420,000 | AID 602332 | U87-MG GRP78 promoter luciferase reporter, 16 h; also: potency is read from the fitted curve at half-maximal effect; series mostly up to about 76 µM; % of control where 0% means no effect; nearly all actives have a fitted effect of over 35% in size
#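 ERSR induction read as luciferase luminescence (Bright-Glo, 10 min at room temperature) in stably transfected human U87-MG glioma cells exposed to compounds for 16 h, using GRP78 as sensor.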
# Vif-APOBEC3G blk – inhibitors of Vif-APOBEC3G interaction; hit rate 0.076% among 410,000; HeLa A3G-eYFP + Vif (tagged APOBEC3G with the HIV-1 protein that degrades it), YFP fluorescence, overnight; Potency, µM (series often up to 46.1 µM), for the others: at the highest dose activity, negative = active, most hits filed as inhibitors; Q9HC16;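 also: potency is read from the fitted curve at half-maximal effect; % is scaled to controls: 0 for no effect and ±100 for the full control effect; nearly all actives have a fitted effect of over 60% in size; hits raise eYFP signal because A3G escapes Vif-driven loss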
# Target sequence (Q9HC16 whole entry, looked up): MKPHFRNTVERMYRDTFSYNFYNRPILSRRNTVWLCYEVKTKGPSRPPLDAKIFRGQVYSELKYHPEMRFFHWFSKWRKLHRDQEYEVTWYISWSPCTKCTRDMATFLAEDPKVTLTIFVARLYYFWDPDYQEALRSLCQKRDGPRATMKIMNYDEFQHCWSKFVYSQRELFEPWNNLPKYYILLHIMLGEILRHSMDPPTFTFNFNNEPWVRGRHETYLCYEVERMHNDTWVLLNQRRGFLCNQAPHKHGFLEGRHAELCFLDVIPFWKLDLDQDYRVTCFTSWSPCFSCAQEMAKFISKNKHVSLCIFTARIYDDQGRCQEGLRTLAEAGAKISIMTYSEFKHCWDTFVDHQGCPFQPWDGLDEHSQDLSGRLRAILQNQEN
#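 HeLa cells stably expressing Vif and C-terminally eYFP-tagged A3G, seeded overnight at 37 deg C, then exposed to compound by pintool overnight at 37 deg C. Rise in yellow fluorescence (Ex 488/Em 500-530, Acumen) marks blocked Vif-driven A3G degradation.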
# RGS4 inh – human RGS4 inhibition | Transcreener GDP fluorescence polarization, RGS4-accelerated GTP hydrolysis | hit rate 0.039% among 390,000 | P49798 | Potency, µM (doses to about 114 µM), for inactives: at the top dose activity change, negative = inhibition, actives largely listed as inhibitors; also: potency is read from the fitted curve at half-maximal effect; % is scaled to controls: 0 for no effect and ±100 for the full control effect; nearly all actives have a fitted effect of over 75% in size; some results filed as inactive show a strong effect at the top dose
# Target sequence (P49798 whole entry, looked up): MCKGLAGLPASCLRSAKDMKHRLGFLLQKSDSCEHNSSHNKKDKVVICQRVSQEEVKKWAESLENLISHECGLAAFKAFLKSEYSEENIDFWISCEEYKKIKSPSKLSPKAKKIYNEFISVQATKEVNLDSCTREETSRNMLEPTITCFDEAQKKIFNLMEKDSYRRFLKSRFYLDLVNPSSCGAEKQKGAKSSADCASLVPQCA
#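 MLSMR compounds (23 nl, pin-transferred) preincubated 10 min at room temperature with a 500nM (2x) first reagent, then RGS4 at 900nM (2x) plus Transcreener GDP mix added; fluorescence polarization (620/688 nm) read before and after 90 min at 30 °C.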
# Active calls of the source: *; ? = inconclusive; & = joins results of further samples; [ ] = dose if it differs, or a comment. Unless noted, calls follow the shape of the dose curve; as a rule, active = well fitted curve in the direction sought with a large enough effect; inconclusive = small, poorly fitted or top-dose-only effect, or another doubt; inactive = no such curve, though single readings can be large; an effect the other way counts as inactive or inconclusive. Not all compounds are listed (hit frequency here may not be typical).
# The line under a structure holds: LDHA block	IDH1 R132H inh	Vif-APOBEC3F blk	TrxR1 substrate	rTrxR1 inhibitor	USP1 inh	Glioma ERSR ind	Vif-APOBEC3G blk	RGS4 inh
Cc1cccc(NC(=O)CCC(=O)N/N=C/c2cc([N+](=O)[O-])ccc2O)c1
→ -2	8%	-22%	-8%	-3%	4%	-3%	0%	-3%
O=C(NCC(c1ccc2c(c1)OCO2)N1CCOCC1)c1ccccc1F (stereo not given)
→ -8	38%[activator]	-6%	-3%[57.1 µM]	3%[57.1 µM]	-13%	1%	5%	4%
COc1cc(OC)c(S(=O)(=O)N2CCOCC2)cc1S(=O)(=O)N1CCOCC1
→ 0	4%	-10%	-2%	11%	-3%	0%	1%	20%
COc1ccc(C2CC(c3ccccc3)=NN2C(=O)COC(=O)C2(C)CC2(Cl)Cl)cc1 (stereo not given)
→ -12	-2%	10%	8%[57.1 µM]	37%[activator][57.1 µM]	-20%	-1%	1%	2%
CCCn1cc(CN2CCC(Cc3ccccc3)(C(=O)OCC)CC2)c(C)n1
→ -4	-1%	-6%	7%[57.1 µM]	6%[57.1 µM]	-5%	-4%	-5%	-13%
COc1cc(C#N)ccc1OCC(=O)Nc1cccc(S(=O)(=O)N2CCCC2)c1
→ -4	1%	5%	-1%	7%	-1%	-4%	1%	11%
Cc1cccc(OCc2nnc(SCC(=O)N3c4ccccc4CC3C)n2C)c1C (stereo not given)
→ 4	5%	5%	-6%	-27%	-15%	-6%	1%	-10%
CC(=O)c1ccc(N2CCN(C(=O)CCCn3c(=O)[nH]c4ccccc4c3=O)CC2)cc1
→ -2	-1%	-1%	6%[57.1 µM]	23%[57.1 µM]	-15%	-2%	-5%	-12%
CN1CCN(CCc2cn3ncc(C#N)c3nc2-c2ccc(F)cc2)CC1
→ 2	4%	-3%	9%[57.1 µM]	21%[57.1 µM]	-8%	-4%	-1%	-12%
O=C(CSc1nc2ccccc2[nH]1)Nc1ccc(F)cc1
→ 0	15%	4%	12%	52%[activator]	-2%	-4%	0%	-26%
Cc1cccc(NC(=S)N2CCCCCC2)c1
→ -2	2%	-1%	-1%	0%	-19%	2%	3%	-19%
COc1ccc(-c2nc(N/N=C(\C)c3ccc(O)cc3)c3ccccc3n2)cc1
→ -9	16%	6%	-6%	-11%	?	-3%	-5%	23%
CCC(=O)c1c[nH]c(C(=O)N2CCN(c3ccccc3)CC2)c1
→ -7	7%	-3%	12%[57.1 µM]	19%[11.4 µM]	3%	-5%	-1%	0%
CC1=C(C(=O)OCc2ccccc2)C(c2ccco2)n2ncnc2N1 (stereo not given)
→ -2	0%	-1%	6%[57.1 µM]	-4%[57.1 µM]	-19%	-4%	-5%	-3%
COc1ccc(NC(=O)c2ccccc2N2C(=O)C3C4C=CC(C5CC45)C3C2=O)c(OC)c1 (stereo not given)
→ -3	-8%	-5%	-3%	24%	-7%	8%	3%	-3%[56.9 µM]
C=CCn1cccc(C(=O)Nc2cc(OC)c(OC)c(OC)c2)c1=O
→ 0	3%	7%	-15%	19%[57.1 µM]	?	4%	-4%	?
COC(=O)c1ccc(C(=S)N2CCOCC2)cc1
→ 0	4%	3%	-5%	-13%	4%	-1%	-5%	-46%
CCOC(=O)/C=C1\NC(=O)CS1
→ -4	0%	0%	10%[11.4 µM]	31%[11.4 µM]	-3%	2%	1%	-3%
COc1ccc(N2C(=O)C3CCCN3C2c2cccs2)cc1 (stereo not given)
→ -6	1%	2%	8%	3%	-14%	-4%	-3%	11%
Cc1ccc(-c2nc3cccc(C)n3c2Nc2ccc3c(c2)OCO3)o1
→ 4	-15%	?	32%[activator]	-15%	-15%	-5%	-11%	-29%
CCc1ccccc1Nc1nc(N)nc(COC(=O)CCNS(=O)(=O)c2ccccc2)n1
→ -6	1%	-12%	-10%	1%	-9%	-2%	-1%	18%
CNC(=S)N1N=C(c2ccc(C)cc2)CC1c1cc(OC)ccc1OC (stereo not given)
→ -1	-2%	-5%	3%[57.1 µM]	17%[57.1 µM]	-13%	1%	?	-12%
Cc1c(OCC(=O)NC2CC(C)(C)NC(C)(C)C2)ccc2c1oc(=O)c1ccccc12
→ -2	-3%	-1%	98%[activator]	6%	-14%	-4%	2%	-5%
CCOc1ccc(CCNC(=O)c2cc(C)nc3ccccc23)cc1OCC
→ 0	6%	2%	4%	13%	-19%	-6%	-5%	4%
CC(=O)Nc1ccc(C(=O)NC2CCCC2)cc1
→ -8	0%	-1%	-4%	-13%	-17%	5%	-2%	0%
CN1CCN(c2ccc(Cl)cc2NC(=O)CCN2C(=O)c3ccccc3C2=O)CC1
→ 3	-7%	1%	-2%[57.1 µM]	-17%	-19%	3%	0%	7%
O=C1CCCN1CCCNC(=S)Nc1ccc(Cl)cc1Cl
→ -11	6%	-7%	2%	-15%	-27%	0%	-4%	-19%
CCOc1ccccc1N1CCN(C(=O)Cc2ccc(S(=O)(=O)N3CCOCC3)s2)CC1
→ -7	0%	4%	-9%	?	-10%	-3%	0%	19%
COc1cccc(CNn2c(-c3cccc(C)c3)nc3ccccc3c2=O)c1O
→ -1	1%	-9%	5%	10%	-11%	-6%	0%	-2%
CCn1cc(C(=O)N2CCN(c3ccccn3)CC2)c2cc(OC)c(OC)cc2c1=O
→ -4	7%	-11%	-3%	-1%	-17%	-2%	-7%	-17%
Cc1ccc(C)c(C(=O)CCC(=O)NCc2ccc(Cl)cc2)c1
→ -1	23%	-2%	3%	15%	-15%	-4%	-10%	-14%
Cc1cc(C)c(NC(=O)CS(=O)CC(=O)N2CCN(c3ccccc3)CC2)c(C)c1 (stereo not given)
→ 1	6%	-7%	4%	7%	-11%	-6%	0%	3%
Cc1cccc(OCC(=O)Nc2ccc(S(=O)(=O)N3CCCC3)cc2)c1
→ -7	7%	-6%	2%	6%	-8%	-3%	1%	7%
CCCCNC(=S)Nc1ccc(SC(F)F)cc1
→ 1	10%	?	-4%[57.1 µM]	16%[57.1 µM]	-12%	0%	1%	-2%
COc1cccc(Nc2sc(C(=O)c3ccc(Cl)cc3)c(N)c2C(=O)NCc2ccc(C)cc2)c1
→ -1	-21%	-1%	0%[57.1 µM]	5%[57.1 µM]	-10%	-4%	?	6%
Cc1nn(C)c2c(=O)c(=O)c2n(C)[nH]1
→ -4	7%	-31%	0%	13%	-19%	-6%	-1%	-19%
COc1ncnc2c1sc1nc(-c3ccccc3)c3c(c12)CCCC3
→ -6	-6%	-3%	5%	11%	-9%	-2%	-8%	14%
O=C(NCc1ccccc1)c1ccc2c(=O)n(CC3CCCO3)c(=S)[nH]c2c1 (stereo not given)
→ 1	2%	1%	5%	12%	-19%	2%	-1%	-27%
CN1C2Cc3c(n(C)c4ccccc34)C1CC=C2CO (stereo not given)
→ -7	-11%	2%	13%[57.1 µM]	16%[57.1 µM]	-20%	-3%	2%	-9%
COCCNC(=O)CCCn1c(=O)c2cc(OC)c(OC)cc2n(CC(=O)Nc2ccccc2OC)c1=O
→ -8	11%	-21%	13%	15%	-16%	-4%	-1%	-9%
COc1cccc(NC(C(=O)Nc2cccc(C(C)=O)c2)c2ccccc2)c1 (stereo not given)
→ -2	2%	-15%	-10%	-2%	-6%	-3%	-5%	15%
O=C1NCCCC1C(=O)N/N=C/c1ccccc1O (stereo not given)
→ 2	-9%	3%	10%	6%	-1%	1%	1%	5%[11.4 µM]
COc1ccc(C(=O)NC(=S)NNC(=O)CCc2ccccc2)cc1
→ -5	-5%	-2%	8%	-25%	31%[activator]	-2%	0%	-20%
O=C(Nc1nc2c(c(=O)[nH]1)CCCC2)C1CC1
→ -1	5%	-11%	-2%	11%[57.1 µM]	-16%	-5%	0%	-1%
O=C(C1Cc2ccccc2CN1S(=O)(=O)c1ccccc1[N+](=O)[O-])N1CCOCC1 (stereo not given)
→ -8	9%	-6%	-2%	6%	-21%	-2%	0%	-3%
O=C(/C=C/c1ccc([N+](=O)[O-])cc1)OCC(=O)N1CCCC1
→ 0	3%	-47%	6%[57.1 µM]	3%[57.1 µM]	-3%	-3%	0%	26%
CC1=C(/C=C/C(C)=C/C=C/C(C)=C/C(=O)Nc2ccc(O)cc2)C(C)(C)CCC1
→ -3&-8	-3%&-6%	7%&1%	?	?	?	?	-2%&-3%	?
CCOc1ccc(S(=O)(=O)NC2CCCCCC2)cc1
→ -8	-2%	7%	-7%	-1%	1%	-4%	1%	-3%[56.9 µM]
COc1ccc(-n2nc(C(=O)NCC(=O)NC3CCCCC3)c3ccccc3c2=O)cc1
→ -10	13%	-15%	-12%	25%[57.1 µM]	-27%	-2%	1%	1%
O=C(c1ccc2c(c1)N(Cc1ccccc1F)C(=O)c1ccccc1S2(=O)=O)N1CCCC1
→ -1&-2	2%&-2%	-2%&-2%	6%&0%	12%&17%	-26%&-30%	2%&-2%	-6%&-1%	-12%&0%
CC12CN3CC(C)(CN(C1)C3c1ccc(Br)cc1)C2=O (stereo not given)
→ -1	5%	1%	6%	16%	-16%	-4%	-1%	-12%
